# ERAP1 inh = human ERAP1 aminopeptidase inhibitors, primary screen, biochemical, single point, plate reader; hit rate 0.15% among 340,000; AID 652197, 2013; Endoplasmic reticulum aminopeptidase 1 (Homo sapiens), Q9NZ08; recombinant ERAP1, Leu-AMC fluorescence, 60 min; inhibition, % at 10.7 µM;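 active = mean replicate inhibition of at least 30%, or all replicates individually reaching that 30% level; inactive = mean below 30% and not every replicate reaching it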;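 also: 0% = neutral control wells and 100% = L-leucinethiol positive control wells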
# ERp5 block = inhibitors of ERp5-driven insulin aggregation, primary screen, biochemical, turbidity, absorbance 650 nm, single point. Protein disulfide-isomerase A6 (Homo sapiens), Q15084. 90 min. inhibition, % at 9.99 µM. hit rate 0.05% among 350,000. AID 651711, 2012;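 active = mean replicate inhibition above about 25%, with every replicate also reaching it, limit read from the data, passing the limit was not always enough; inconclusive = only one of those two criteria met; inactive = neither criterion met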
# Target sequence (Q15084 whole entry, looked up): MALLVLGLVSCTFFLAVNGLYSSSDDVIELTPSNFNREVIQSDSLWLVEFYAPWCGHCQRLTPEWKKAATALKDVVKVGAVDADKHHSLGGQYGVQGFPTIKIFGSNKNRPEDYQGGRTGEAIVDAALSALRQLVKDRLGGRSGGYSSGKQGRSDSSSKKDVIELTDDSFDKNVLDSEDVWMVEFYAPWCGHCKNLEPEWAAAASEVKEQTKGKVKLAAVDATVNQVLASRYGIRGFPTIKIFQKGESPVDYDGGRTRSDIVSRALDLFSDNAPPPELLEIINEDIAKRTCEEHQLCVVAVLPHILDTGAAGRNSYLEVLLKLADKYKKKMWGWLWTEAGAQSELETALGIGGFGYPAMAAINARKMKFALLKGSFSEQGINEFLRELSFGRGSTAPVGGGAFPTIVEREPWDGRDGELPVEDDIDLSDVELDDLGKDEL
# E-sel inducer = E-selectin induction in HUVECs, primary screen, imaging, HUVEC, immunofluorescence imaging, single point; P16581; normalized: neutral wells 0, TNF-alpha wells 100; hit rate 0.37% among 260,000; activation, % at 7.58 µM;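 active = mean E-selectin-positive cell signal at least 10% of the positive control, reached in at least 60% of replicates, without over 20% cell loss; inconclusive = no rule given, readout overlaps actives, possibly toxicity-flagged; inactive = the rest, including those meeting only one limit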;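 also: in these data hits start at about 27%; measured in HUVEC primary endothelial cells; signal is the percent of cells scored E-selectin positive by PE staining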
#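 Read-out basis: % PE-positive cells; Test system: HUVEC primary endothelial cells; Technique: immunofluorescence imaging; Dosing: single-point compound dose.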
# RAD52 anneal inh = RAD52 DNA annealing inhibitors, primary screen, biochemical, FRET, single point, set 2; DNA repair protein RAD52 homolog (Homo sapiens), P43351; recombinant RAD52 DNA annealing, FRET fluorescence; inhibition, % at 18.7 µM; hit rate 0.46% among 360,000; AID 651710, 2012;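 active = every replicate showing at least 50% inhibition; inconclusive = mean inhibition at least 50% but not in every replicate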
# Target sequence (P43351 whole entry, looked up): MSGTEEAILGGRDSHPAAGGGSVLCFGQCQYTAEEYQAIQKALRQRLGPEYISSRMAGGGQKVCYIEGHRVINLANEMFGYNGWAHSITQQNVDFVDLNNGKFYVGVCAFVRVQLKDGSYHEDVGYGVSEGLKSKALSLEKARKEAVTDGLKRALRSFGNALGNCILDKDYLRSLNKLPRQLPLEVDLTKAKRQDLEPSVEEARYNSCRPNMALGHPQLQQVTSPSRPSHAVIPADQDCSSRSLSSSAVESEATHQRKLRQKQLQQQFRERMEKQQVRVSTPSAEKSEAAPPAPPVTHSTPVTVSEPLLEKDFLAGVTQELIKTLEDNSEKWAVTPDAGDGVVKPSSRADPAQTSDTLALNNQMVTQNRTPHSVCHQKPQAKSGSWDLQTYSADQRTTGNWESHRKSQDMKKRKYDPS
# RAD54 inh = inhibitors of human RAD54 branch migration, primary screen, biochemical, fluorescence, single point | DNA repair and recombination protein RAD54-like (Homo sapiens), Q92698 | RAD54 Holliday junction branch migration, FAM/BHQ fluorescence | inhibition, % at 10.4 µM | hit rate 0.14% among 360,000 | AID 602329, 2012;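 active = mean normalized replicate activity at least 40 and at least half of replicates scoring 40 or more; inconclusive = only one of the two criteria met; inactive = mean below 40 and under half of replicates reaching 40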;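 also: 0% = median of neutral control wells and 100% = median of positive control wells; inhibitors cause a drop in the FAM fluorescence signal; in these data hits start at about 50%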
# esBAF inh = Bmi1 luciferase reporter increase in mESCs, primary screen, esBAF inhibitor project, mouse ES cells, Bmi1 luciferase knock-in, single point; reporter increase, % at 12.5 µM; 24 h; 100% = twice the neutral-well signal; hit rate 2% among 350,000; AID 602393, 2012; in the data active = activation above about 40%; inconclusive = no clear call, values can overlap the other calls;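 also: 0% = median of the plate's neutral control wells and 100% = double that signal; a rise in the Bmi1 reporter signal indicates esBAF inhibition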
# XiGFP reactiv = activators of inactive X chromosome reactivation, primary screen, imaging, XiGFP fibroblasts, GFP high-content imaging, set 2 | activation, % at 7.58 µM | AID 743238, 2013 | hit rate 0.055% among 360,000 | XiGFP mouse fibroblasts, % GFP-positive cells imaging, 3 d; cells co-treated with 5-aza-dC sensitizer; scaled so ellipticine positive control = 100%;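 active = mean normalized replicate activation at least 10% and every replicate at or above 10%; inconclusive = only one of the two criteria met; inactive = mean below 10% and not all replicates reach 10%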;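 also: 0% = median of on-plate neutral control wells and 100% = ellipticine 6 µM median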
#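 System: XiGFP fibroblasts, SV40-immortalized. Medium: DMEM plus 5-aza-dC sensitizer. Doses: single point. Timing: 3 d treatment, 15 min room-temperature fixation. Control set: ellipticine 6 µM.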
# S100A4 inh HTS = inhibitors of S100A4-myosin IIA peptide binding, primary screen, biochemical, fluorescence polarization, TAMRA-MyoIIA peptide; Protein S100-A4 (Homo sapiens), P26447; inhibition, % at 10.7 µM; hit rate 0.14% among 360,000; AID 652163, 2013;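 active = mean inhibition of at least 70% across replicates, with every replicate also reaching that level; inconclusive = mean inhibition reaches 70% but some replicates fall short; inactive = mean inhibition below 70%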
# Target sequence (P26447 whole entry, looked up): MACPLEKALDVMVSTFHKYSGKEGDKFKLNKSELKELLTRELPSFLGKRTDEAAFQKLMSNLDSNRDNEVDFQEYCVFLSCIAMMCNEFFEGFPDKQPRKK
#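 Assay system: human S100A4 monomer with TAMRA-labelled myosin IIA peptide / Buffer or medium: Calcium-containing HEPES buffer, pH 7.2 / Reagent: TAMRA-labelled myosin IIA heavy-chain peptide probe, 5 nM / Compound: one dose per compound / Timing: polarization read 5 min after assay mix addition, stable 5–60 min / Benchmarks: neutral control DMSO, positive control TFP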
# An asterisk follows results filed as active; ? = inconclusive; nt = no result given; & = joins results of further samples.
SMILES,ERAP1 inh,ERp5 block,E-sel inducer,RAD52 anneal inh,RAD54 inh,esBAF inh,XiGFP reactiv,S100A4 inh HTS
CCCCc1c(-c2ccccc2OC)ncn1Cc1ccc(Br)cc1,-1,0,0.4,43,nt,nt,0.0,56
CCC(C)N(C(=O)CSc1nc(C)nc2ccccc12)C1CCS(=O)(=O)C1 (centres undefined),-1,-5,nt,-19,-1,9,-0.1,-8
C[C@@H]1CN([C@H](C)CO)S(=O)(=O)c2ccc(-c3ccc(F)cc3)cc2O[C@@H]1CN(C)C(=O)C1CCOCC1,4,1,-2.0,-10,3,2,-0.3,0
Cc1cccc(-c2ccc([C@H]3[C@@H](CO)N4CCCCN(S(=O)(=O)c5cccc(C)c5)C[C@H]34)cc2)c1,-1,-3,-0.7,-17,-5,nt,0.2,-1
C[C@H]1COc2cccc(N3CCCC3)c2S(=O)(=O)N1,4,1,-0.1,3,nt,nt,-0.2,-3
CCCOc1ccc(C(=O)NNC(=O)CCNC(=O)c2ccccc2Cl)cc1OC,-2,-10,1.2,-9,4,-1,-0.7,-1
FC(F)(F)c1ccccc1CN1CCCc2nc(-c3ccc(Br)cc3)ccc21,0,-1,0.1,-7,nt,nt,-0.1,-14
O=C(NNC(=O)c1cc(-c2cccnc2)nc2ccccc12)Nc1ccc(Cl)cc1,-1,4,4.5,-21,nt,?,-0.1,-5
CC1=C(C(=O)Nc2cccc(C(=O)NCC(C)c3ccccc3)c2)SCCO1 (centres undefined),-2,2,-0.2,2,1,4,0.3,-3
CSc1ccccc1C(=O)Nc1nc2ccccc2[nH]1,4,1,-0.1,-2,-4,31,0.3,0
O=C(CN1CCOCC1)N1CCOCC1,0,-2,0.0,-9,0,-4,0.0,-2
CN(C)C(=O)c1ccc(-c2ccc(C3[C@@H]4CN(S(=O)(=O)c5ccc(F)cc5)C[C@H]3N4)cc2)cc1 (some centres undefined),5&3,0&3,0.0&0.0,5&-3,nt,nt,0.0&0.0,10&2
CCC(=O)c1ccc(OCC(=O)O)c(OC)c1,-3,-1,-0.1,-6,7,-2,0.0,4
O=c1[nH][nH]c2c1[C@H](c1ccc(Cl)cc1)O[C@H](C1CCCCC1)C2,nt,3,-0.4,-12,nt,nt,0.0,1
C[C@@H]1CN([C@H](C)CO)C(=O)Cc2cc(NC(=O)C3CC3)ccc2O[C@H]1CN(C)C,-1,-2,-0.1,3,4,1,-0.1,-70
NS(=O)(=O)c1ccc(NC(=O)c2ccc(S(=O)(=O)N3CCOCC3)o2)cc1,nt,-2,nt,-2,7,nt,0.9,-3
CCOC(=O)C1=C(CN2CCN(C(=O)c3ccco3)CC2)NC(=O)NC1c1ccc(OC(C)C)cc1 (centres undefined),4,-1,nt,1,-4,4,0.0,-2
C[C@H](CO)N1C[C@H](C)[C@@H](CN(C)C(=O)c2ccccc2)OCCCC[C@H](C)Oc2ccc(NC(=O)CCC(F)(F)F)cc2C1=O,1,-6,-0.2,7,-2,5,0.2,20
O=[N+]([O-])c1ncccc1Oc1nc(-c2cccnc2)nc2ccccc12,4,-3,0.0,-8,nt,nt,-0.1,-2
COc1ccc(N2C(=O)NC(NC(=O)C(C)(C)C)(C(F)(F)F)C2=O)cc1 (centres undefined),2,2,-0.1,0,-5,-5,0.0,1
CN(C)C(=O)c1ccc(-c2ccc3c(c2)[C@@H]2[C@@H](CCN2C(=O)C2CCC2)[C@@H](CO)N3C)cc1,1,2,0.5,-6,2,0,-0.1,-6
CCC(C)[C@H](NC(=O)NCCC1=CCCCC1)C(=O)OC (some centres undefined),-2,0,nt,0,-5,3,0.1,1
C[C@@H]1CN([C@@H](C)CO)C(=O)c2cc(NC(=O)c3ccccc3)ccc2O[C@@H](C)CCCCO[C@H]1CN(C)C(=O)C1CCCCC1,-2,8,0.3,-5,0,13,-0.2,16
C[C@H](CO)N1C[C@H](C)[C@@H](CN(C)S(=O)(=O)c2cn(C)cn2)Oc2ncc(C3=CCCCC3)cc2C1=O,-2,5,-0.1,9,2,2,0.0,8
CCS(=O)(=O)N1CC2(C1)[C@@H](c1ccccc1)[C@@H](CO)N2CC1CCCC1,-2,7,0.0,-1,nt,nt,0.0,-12
COC(=O)CNC(=O)C12CC3CC(C1)CC(c1ccc(C)cc1)(C3)C2,3,-3,-0.9,-4,4,3,0.0,0
COC(=O)c1sccc1NC(=O)C1CCCCC1C(=O)O (centres undefined),3,1,2.2,1,nt,nt,0.1,4
CO[C@H]1CN(C)C(=O)c2ccc(NC(=O)c3cccc(F)c3)cc2OC[C@H](C)N(C(C)=O)C[C@@H]1C,2,2,-0.3,-14,2,-4,0.0,8
O=C(CN1C(=O)c2ccccc2C1=O)N1CCN=C1c1ccccc1,-1,4,-0.2,-5,5,nt,0.0,-1
CCS(=O)(=O)NCCc1csc(-c2cccnc2)n1,6,-6,0.1,-12,6,-7,0.0,4
CCN(C(=O)Cn1c(=O)oc2ccccc21)c1c(N)n(Cc2ccccc2)c(=O)[nH]c1=O,-2,3,nt,-9,-11,-12,0.2,-4
O=C(c1cc(COc2cccc(C(F)(F)F)c2)on1)N1C[C@@H]2CCC[C@H]1C2,0,6,-0.1,-2,-8,nt,0.0,0
O=C(NC(=S)Nc1ccc(F)cc1)C1CCCCC1,3,0,nt,-3,3,nt,0.4,-14
CCOC(=O)C1CCN(C(=O)CN2C(=O)c3ccccc3S2(=O)=O)CC1,2,-4,0.4,5,nt,-5,0.0,-3
Cc1cc(=O)oc2cc(OCC(=O)OCC(=O)Nc3ccc(C(C)C)cc3)ccc12,-9,-2,0.6,-25,nt,nt,0.0,0
O=C(c1cc2ccc([N+](=O)[O-])cc2oc1=O)N1CCOCC1,-1,1,-3.3,3,-7,1,0.1,-1
CN(C(=O)c1ccc(NC(=O)Cc2ccc(NC(=O)C3CCN(C(=O)c4ccccc4)CC3)cc2)cc1)C1CCCC1,-1,1,5.7,-12,-9,4,0.0,1
CCOC(=O)C1=CN(Cc2ccco2)S(=O)(=O)NC1c1ccc(Br)cc1F (centres undefined),-5,5,1.3,-52,4,0,0.4,1
C[C@@H]1CN([C@H](C)CO)S(=O)(=O)c2ccc(-c3ccccc3)cc2O[C@@H]1CN(C)C(=O)CC1CC1,0,0,0.1,7,0,-1,-0.3,-2
Cn1ccc2c(N3CCCC3)cc3c(c21)C1CCC3C1 (centres undefined),nt,-3,-0.1,-1,-2,-11,0.0,-2
O=C(Nc1ccc(F)cc1)N1C[C@H]2[C@@H](c3ccccc31)[C@H](CO)N2C(=O)c1ccncc1,nt,nt,0.2,nt,-1,1,-0.1,nt
Cc1ccc(CSCC(=O)N(CCC(C)C)c2c(N)n(Cc3ccccc3)c(=O)[nH]c2=O)cc1,0,3,nt,-19,5,5,0.4,-3
Cc1ccc(C(C(=O)NCC2CCCO2)N(C(=O)c2snc(C(N)=O)c2N)c2ccccc2F)o1 (centres undefined),-21,6,0.4,-10,3,4,0.4,-7
CCOC(=O)C1CCN(Cc2ccc(O)c(OC)c2)CC1,2,-12,nt,-9,-1,1,nt,2
CC(C)CN1C(=O)NC(NC(=O)c2cccnc2)(C(F)(F)F)C1=O (centres undefined),-2,-1,nt,8,-8,6,nt,-4
Cc1ccc(-c2cc(C(=O)N/N=C/c3c[nH]c4ccccc34)n[nH]2)o1,-1,3,-0.7,-13,nt,nt,0.0,10
Cc1c(NC(=O)c2cccc(NC(=O)COc3ccccc3)c2)c(=O)n(-c2ccccc2)n1C,-7,3,-0.7,-15,-4,-5,0.0,2
Cc1ccc(-c2ccc3c(c2)O[C@H](CN(C)Cc2ccc(F)cc2)[C@H](C)CN([C@@H](C)CO)S3(=O)=O)cc1,4,-7,-0.4,4,1,-10,-0.1,-2

# Reprinted at random: 2 entries already listed.
SMILES,ERAP1 inh,ERp5 block,E-sel inducer,RAD52 anneal inh,RAD54 inh,esBAF inh,XiGFP reactiv,S100A4 inh HTS
Cn1ccc2c(N3CCCC3)cc3c(c21)C1CCC3C1 (centres undefined),nt,-3,-0.1,-1,-2,-11,0.0,-2
CN(C(=O)c1ccc(NC(=O)Cc2ccc(NC(=O)C3CCN(C(=O)c4ccccc4)CC3)cc2)cc1)C1CCCC1,-1,1,5.7,-12,-9,4,0.0,1

# (list continues)
SMILES,ERAP1 inh,ERp5 block,E-sel inducer,RAD52 anneal inh,RAD54 inh,esBAF inh,XiGFP reactiv,S100A4 inh HTS
CCC(=O)N1[C@@H]2CN(C(=O)CC(F)(F)F)c3ccccc3[C@@H]2[C@@H]1CO,5,0,-0.7,2,7,-2,0.2,13
CCOC(=O)Cc1nnc(NCc2ccccc2)c2ccccc12,0,4,-0.1,-12,0,1,0.0,-4
O=C1Nc2ccccc2N(O)N1c1ccc(S(=O)(=O)N2CCOCC2)cc1,15,7,-0.2,-16,nt,nt,-0.1,-3
CCCCCCCCN1C(=O)[C@H](CC(=O)NCc2ccccc2)C[C@@]2(C(=O)OC)CC(C)(C)CC=C12,-4,7,-0.3,-3,nt,nt,0.7,-3
O=C(N=C1SC2CS(=O)(=O)CC2N1c1ccc(F)c(Cl)c1)C1CC1 (centres undefined),-4,2,nt,-17,10,-1,0.0,2
CC(C)C(C)NC(=O)CSc1ccc(S(=O)(=O)N2CCOCC2)cn1 (centres undefined),0,1,-2.4,-12,4,-3,0.0,-4
Cc1cc(C)n(CCN(C)C(=O)CCc2nnc(-c3ccc4c(c3)OCO4)o2)n1,0,0,nt,10,nt,nt,0.0,-1
COc1ccc(C(C)=O)cc1CN1C(=O)C(C)ON=C1c1ncccc1C (centres undefined),nt,-3,nt,-13,3,-1,-0.1,25
O=c1cc(CN2CCN(c3ccccc3F)CC2)c2cc(O)c(-c3ccccc3)cc2o1,-2,2,nt,-36,7,nt,0.2,-3
CC(Oc1ccccc1F)C(=O)NNC(=O)CC(C)c1ccccc1 (centres undefined),-2,24,-0.1,-3,-2,2,-0.1,-4
CCc1ccc(C(=O)NC(C(=O)NCC2CCCO2)C(C)C)cc1 (centres undefined),-5,0,0.3,18,-6,-12,0.2,-2
Cc1ccc(C(=O)Nc2ncccc2C)cc1S(=O)(=O)N1CCOCC1,-2,-9,-0.3,-14,1,4,-0.1,5
O=C(NCc1ccccc1)c1cc(C2CCCN(C(=O)c3ccccc3)C2)on1 (centres undefined),0,-1,-0.2,-10,-2,1,0.1,8
Cc1ccc(S(=O)(=O)CCC(=O)OCC(=O)Nc2cccc(S(=O)(=O)N3CCCCC3)c2)cc1,4,-2,nt,-41,-3,-1,0.6,-1

# Screening results deposited in PubChem by Broad Institute.
